# BAZ2B block: BAZ2B (human) inhibition; actives 4.4% (n = 360,000); Potency, µM (top dose mostly 114 µM), inactives show at the top dose activity change, negative = inhibition, actives largely listed as inhibitors; AlphaScreen BAZ2B-H3K14Ac peptide displacement; AID 504333; also: potency is read from the fitted curve at half-maximal effect; % is scaled to controls: 0 for no effect and ±100 for the full control effect; nearly all actives have a fitted effect of over 60% in size
# Target sequence (Q9UIF8 whole entry, looked up): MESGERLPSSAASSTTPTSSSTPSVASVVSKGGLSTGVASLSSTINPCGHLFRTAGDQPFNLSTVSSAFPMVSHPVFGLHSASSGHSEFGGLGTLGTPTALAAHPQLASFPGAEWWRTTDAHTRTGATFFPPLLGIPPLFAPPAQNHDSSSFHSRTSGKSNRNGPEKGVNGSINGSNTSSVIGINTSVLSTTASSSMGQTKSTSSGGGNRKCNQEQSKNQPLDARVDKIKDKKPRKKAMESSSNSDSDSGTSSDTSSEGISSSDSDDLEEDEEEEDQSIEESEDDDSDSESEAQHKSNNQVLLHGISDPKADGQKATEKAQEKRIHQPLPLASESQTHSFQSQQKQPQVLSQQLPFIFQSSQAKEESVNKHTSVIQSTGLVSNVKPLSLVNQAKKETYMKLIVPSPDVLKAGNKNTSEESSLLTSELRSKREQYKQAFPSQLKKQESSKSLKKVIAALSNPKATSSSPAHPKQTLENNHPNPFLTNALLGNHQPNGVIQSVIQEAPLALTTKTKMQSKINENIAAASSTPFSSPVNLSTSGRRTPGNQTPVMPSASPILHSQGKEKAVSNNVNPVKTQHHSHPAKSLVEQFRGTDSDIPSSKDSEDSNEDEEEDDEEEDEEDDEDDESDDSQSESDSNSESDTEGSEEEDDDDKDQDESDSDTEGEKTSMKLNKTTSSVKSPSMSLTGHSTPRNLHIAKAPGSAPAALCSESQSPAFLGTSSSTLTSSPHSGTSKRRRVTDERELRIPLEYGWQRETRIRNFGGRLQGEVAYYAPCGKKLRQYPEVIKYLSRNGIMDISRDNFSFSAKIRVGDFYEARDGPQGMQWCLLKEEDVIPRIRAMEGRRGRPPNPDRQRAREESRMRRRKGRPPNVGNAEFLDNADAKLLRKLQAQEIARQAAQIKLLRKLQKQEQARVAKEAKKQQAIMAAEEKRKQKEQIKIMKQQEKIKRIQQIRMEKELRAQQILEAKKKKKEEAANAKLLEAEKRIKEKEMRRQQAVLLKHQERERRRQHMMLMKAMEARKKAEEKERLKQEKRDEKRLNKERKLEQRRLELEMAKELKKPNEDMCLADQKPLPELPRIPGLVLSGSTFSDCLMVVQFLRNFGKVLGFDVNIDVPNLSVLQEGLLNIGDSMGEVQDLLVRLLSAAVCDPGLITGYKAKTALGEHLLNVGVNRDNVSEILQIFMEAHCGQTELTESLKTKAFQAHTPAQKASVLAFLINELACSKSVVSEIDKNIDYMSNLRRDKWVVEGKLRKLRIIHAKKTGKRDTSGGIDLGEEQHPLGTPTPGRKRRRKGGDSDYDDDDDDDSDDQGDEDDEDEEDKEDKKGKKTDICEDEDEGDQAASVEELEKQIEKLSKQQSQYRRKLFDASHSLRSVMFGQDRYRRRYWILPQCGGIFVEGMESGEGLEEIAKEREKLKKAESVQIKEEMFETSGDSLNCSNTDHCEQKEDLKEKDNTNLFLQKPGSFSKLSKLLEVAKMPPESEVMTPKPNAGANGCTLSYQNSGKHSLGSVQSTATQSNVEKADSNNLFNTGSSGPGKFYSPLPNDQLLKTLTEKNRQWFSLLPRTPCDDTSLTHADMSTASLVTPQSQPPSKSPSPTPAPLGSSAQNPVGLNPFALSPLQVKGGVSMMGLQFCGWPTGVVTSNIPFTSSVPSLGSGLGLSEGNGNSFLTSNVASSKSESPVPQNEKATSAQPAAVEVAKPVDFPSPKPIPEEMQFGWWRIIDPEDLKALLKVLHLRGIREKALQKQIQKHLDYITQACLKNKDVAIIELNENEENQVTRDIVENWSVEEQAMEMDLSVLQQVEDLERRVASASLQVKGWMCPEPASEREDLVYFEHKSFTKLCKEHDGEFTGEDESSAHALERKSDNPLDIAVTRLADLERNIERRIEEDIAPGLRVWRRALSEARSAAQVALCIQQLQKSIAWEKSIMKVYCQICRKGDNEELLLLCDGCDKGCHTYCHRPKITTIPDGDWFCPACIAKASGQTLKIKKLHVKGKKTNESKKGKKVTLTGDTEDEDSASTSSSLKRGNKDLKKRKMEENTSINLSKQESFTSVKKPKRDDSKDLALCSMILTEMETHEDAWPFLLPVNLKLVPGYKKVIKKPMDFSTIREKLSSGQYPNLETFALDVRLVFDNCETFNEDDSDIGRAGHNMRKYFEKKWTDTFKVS
#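 AlphaScreen displacement: compounds (up to 110uM) incubated 30 min at room temperature with a preformed 50 nM BAZ2B/50 nM biotinylated H3K14Ac peptide complex in PBS pH 7.4 with Tween-20. Donor and acceptor beads at 10 ug/mL final added, 20 min light-protected before reading.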
# HP1b chromo inh: blocks HP1-beta chromodomain binding to methylated histone tails | P83916 | AlphaScreen HP1-beta / biotin-H3K9me3 peptide binding | Potency, µM (series often up to 114 µM), for the others: top-dose activity change, negative = inhibition, usual class: inhibitors | actives 0.56% (n = 390,000); also: potency is read from the fitted curve at half-maximal effect; nearly all actives have a fitted effect of over 70% in size; inactives centre near 23
#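 Compound inhibition of the preformed complex between 50 nM HP1-beta and 50 nM biotinylated H3K9me3 peptide was read by AlphaScreen. Buffer was PBS pH 7.4 with 0.01% Tween-20. Incubations ran 30 min at room temperature, with 10 ug/mL donor/acceptor beads.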
# G9a inh: blocks human histone lysine methyltransferase G9a; actives 8.8% (n = 350,000); Potency, µM (highest dose often 102 µM), without a hit: at the highest dose activity, negative = inhibition, hits mostly inhibitors; AID 504332; G9a H3K9 monomethylation, AlphaScreen, 2 h; Q96KQ7; also: potency is read from the fitted curve at half-maximal effect; % is scaled to controls: 0 for no effect and ±100 for the full control effect; nearly all actives have a fitted effect of over 75% in size
#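 Step 1: enzyme (final 20 nM) with compound, 15 min RT. Step 2: substrate peptide 500 nM and SAM 20 uM, 2 h RT. Step 3: anti-H3K9me1 antibody and AlphaScreen beads, 10 min, then plate read.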
# JMJD2A Tudor inh: JMJD2A Tudor domain (human) inhibition. Potency, µM (highest dose often 114 µM), inactives show top-dose activity change, negative = inhibition, usual class: inhibitors. actives 4.4% (n = 390,000). AlphaScreen JMJD2A-Tudor / H3K4me3 peptide binding. O75164; also: potency is read from the fitted curve at half-maximal effect; % is scaled to controls: 0 for no effect and ±100 for the full control effect; nearly all actives have a fitted effect of over 50% in size
# GLS inhibitor: blocks human kidney-isoform glutaminase activity; GLS enzymatic activity, qHTS titration; O94925; Potency, µM (titrated, usually from 45.5 µM), for inactives: at the highest dose activity change, negative = inhibition, hits mostly inhibitors; actives 0.21% (n = 410,000); also: potency is read from the fitted curve at half-maximal effect; % is scaled to controls: 0 for no effect and ±100 for the full control effect
#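 Read-out is an Amplex red fluorescence increase coupled through glutamate oxidase and HRP, measured before and after 30 min room-temperature incubation. hKGA is in 45 mM KH2PO4 (pH 8.2) with 0.02% Tween-20; glutamine added as 1mM solution.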
# RGS4 inh: human RGS4 inhibition; AID 504845; P49798; Potency, µM (highest dose often 114 µM), without a hit: at the highest dose activity change, negative = inhibition, usual class: inhibitors; actives 0.039% (n = 390,000); Transcreener GDP fluorescence polarization, RGS4-accelerated GTP hydrolysis; also: potency is read from the fitted curve at half-maximal effect; % is scaled to controls: 0 for no effect and ±100 for the full control effect; nearly all actives have a fitted effect of over 75% in size; some results filed as inactive show a strong effect at the top dose
#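 MLSMR compounds (23 nl, pin-transferred) preincubated 10 min at room temperature with a 500nM (2x) first reagent, then RGS4 at 900nM (2x) plus Transcreener GDP mix added; fluorescence polarization (620/688 nm) read before and after 90 min at 30 °C.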
# PI4K2A block: blocks human PI4K2A kinase activity | purified PI4K2A, ADP-Glo luminescence, 1 h; hits give low values | actives 0.13% (n = 420,000) | activity change, negative = inhibition, % at 76.9 µM | Q9BTU6 | AID 1346378; in the data active = activity change below about -50%; inconclusive = mostly about -30% to -49%;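 also: -100% = wells without enzyme as full effect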
#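 Compounds are screened against recombinant PI4K2A using PI as substrate and ATP, the latter dispensed at 300 microM. Reactions run one hour at ambient temperature before ADP-Glo detection; full inhibition defined by wells lacking enzyme.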
# ERG Ets-DNA blk: inhibitors of human ERG Ets domain-DNA interaction | P11308 | fluorescence polarization, His-ERG Ets domain / labelled DNA | Potency, µM (series often up to 76.9 µM), without a hit: at the top dose FP activity, negative = inhibition, hits mostly inhibitors | actives 0.028% (n = 370,000) | AID 624246; active = well fitted inhibition curve with a large enough effect in the polarisation, with a control signal flat; inconclusive = small, poorly fitted or top-dose-only effect, or effect the other way, or a change in a side signal; inactive = no such curve, though single readings can be large or run the other way; the % refers to the polarisation;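 also: polarization taken with two DNA probes labelled with fluorescein and Texas red; potency is read from the fitted curve at half-maximal effect; % of control where 0% means no effect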
#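 His-tagged ERG Ets domain (1 uM in the protein solution; 300mM KCl, 50mM Tris-HCl, 1mM EDTA, 1mM DTT, pH 7.5) received compound, then a probe mix of 5 nM fluorescein-DNA and 100nM Texas-615-DNA. Fluorescence polarization was read for both dyes.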
# ALOX12 inh: blocks human arachidonate 12S-lipoxygenase. P18054. AID 1671190. Potency, µM (series often up to 108 µM), without a hit: at the highest dose activity change, negative = inhibition, most hits filed as inhibitors. purified 12hLO, xylenol orange hydroperoxide absorbance. actives 1.1% (n = 580,000); also: potency is read from the fitted curve at half-maximal effect; % is scaled to controls: 0 for no effect and ±100 for the full control effect
#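 Hydroperoxide product was detected by ferrous iron/xylenol orange as the 573 to 405 nm absorbance ratio. Arachidonic acid at 40 uM (final) was turned over for 30 min at room temperature by 150 nM human 12hLO, pH 7.0 Hepes buffer, after 15 min compound preincubation.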
# The depositor's hits bear a star; ? = inconclusive; · = no result given; [ ] = remark or other dose. Unless noted, calls follow the shape of the dose curve; as a rule, active = well fitted curve in the direction sought with a large enough effect; inconclusive = small, poorly fitted or top-dose-only effect, or another doubt; inactive = no such curve, though single readings can be large; an effect the other way counts as inactive or inconclusive. Not all compounds are listed (hit frequency here may not be typical).
SMILES,BAZ2B block,HP1b chromo inh,G9a inh,JMJD2A Tudor inh,GLS inhibitor,RGS4 inh,PI4K2A block,ERG Ets-DNA blk,ALOX12 inh
CCC1(c2ccc(F)cc2)NC(=O)N(CC(=O)N2CC(=O)Nc3ccccc32)C1=O (stereo not drawn),6%,20%,-24%,-4%,-4%,-9%,-3,-5%,20%
COc1cccc(-c2nc(SCC(=O)NCc3ccco3)c3c(=O)n(C)c(=O)n(C)c3n2)c1,7%,11%[57 µM],13%[59 µM],-11%,-1%,31%,0,7%,?
Nn1c(SCC(=O)Nc2cccc(F)c2)nnc1C1CCCCC1,-1%,39%,1%,12%,-1%,2%,0,11%,-13%
CCOC(=O)c1ccc(NC(=O)c2cccc(S(=O)(=O)N3CCN(C(C)=O)CC3)c2)cc1,-1%,9%,1%,-3%,-3%,4%,-4,6%,-25%
COc1ccccc1-n1c(SC)nc(O)cc1=O,1%,27%,-15%,-15%,-4%,6%,-4,2%,0%
O=c1c2cc(-c3ccccc3)sc2nc2n1N=C(c1ccccc1)CS2,-16%,-10%,-18%,-8%,6%,3%,4,9%,?
O=C(CSCc1ccc(F)cc1)NCc1ccc2c(c1)OCO2,-17%,44%[activator],?,1%,0%,-10%,3,-3%,-16%
COc1cc(Br)cc2cc(C(=O)N3CCN(c4ccccn4)CC3)c(=O)oc12,11%,4%,?,-19%,2%,-19%,-1,-1%,6%
NC(=O)c1cc2ccccc2o/c1=N\NC(=O)c1ccccc1O,?,48%[activator],32µM*,-20%,15%,14%,-4,8%,-13%
CCc1cc2c(=O)c(-c3nc4ccccc4n3C)coc2c(CN2CCCC(C)C2)c1O (stereo not drawn),-3%,29%,5%,5%,-14%,-31%,9,1%,18%
Cc1cc(C)c2nc(NC(=O)c3ccc([N+](=O)[O-])o3)sc2c1,11%,15%,-5%[0.501 µM],-20%,6%,13%,2,3%,5%
O=C(C1CCN(Cc2ccc(F)cc2)CC1)N(CCc1ccccc1)Cc1ccccc1,?,?,13µM*,6.3µM*,0%,25%,1,4%,?
CC(OC(=O)C1CCCC1)C(=O)Nc1ncc(Cl)cc1Cl (stereo not drawn),-5%,24%,4%[12.7 µM],-13%,0%,29%,9,2%,0%
Cn1cc2c(=O)n(/N=C/c3ccccc3)cnc2n1,-2%,45%[activator],3%[59 µM],-8%,-8%,12%,4,?,0%
O=C(Nc1ccccn1)c1cccc(S(=O)(=O)N2CCCCC2)c1,-6%,19%,-1%[59 µM],-5%,4%,-44%,5,-12%,-23%
O=C(C1CCCCC1)N1CCN=C1SCc1cccc([N+](=O)[O-])c1,?,-11%,-38%,-25%,9%,-3%,4,-1%,54%[activator]
COC(=O)COc1ccc(C(=O)Cn2c(NCCCO)nc3ccccc32)cc1,·,28%,·,-4%,-5%,1%,-2,-2%,423%[activator]
COc1cccc(CN(C)C(=O)c2ccc(NS(=O)(=O)c3ccc(F)cc3)cc2)c1OC,-5%,11%,-26%,-19%,-2%,-40%,1,-14%,-16%
Clc1ccc2nc(CN3CCCCCC3)cn2c1,?,34%[activator],3%[0.0925 µM],89µM*,24%,9%,1,1%,?
CC1=C(C(=O)Nc2ccccc2)C(c2ccc(C)cc2)N=C(Nc2nc3ccccc3o2)N1 (stereo not drawn),-32%,22%,·,-18%,1%,-12%,3,5%,?
c1ccc(C(c2c[nH]c3ccccc23)c2c[nH]c3ccccc23)nc1,45µM*,-28%,?,79µM*,14%,-34%,-12,0%,?
CC(Nc1nc(-c2ccncc2)nc2ccccc12)c1ccccc1 (stereo not drawn),-14%,27%,8%,-20%,-2%,16%,7,0%,0%
CC1(C)N=C(SCC(=O)Nc2ccc(Cl)cc2)C(c2ccc(Cl)cc2)=N1,13%,27%,-44%[59 µM],-5%,-1%,2%,6,-3%,-22%
O=C(N/N=C/c1ccc(Cl)c([N+](=O)[O-])c1)C1CC1,-15%,-11%,3%,-12%,7%,-2%[11.4 µM],-2,-6%,-12%
CCOc1ccc(C(=O)NCC(=O)OCCN2C(=O)c3ccccc3C2=O)cc1OCC,7%,30%,3%[12.7 µM],1%,-3%,6%,-7,1%,8%

# Gathered by group, the entries above containing a furan ring, fused or not (2)
SMILES,BAZ2B block,HP1b chromo inh,G9a inh,JMJD2A Tudor inh,GLS inhibitor,RGS4 inh,PI4K2A block,ERG Ets-DNA blk,ALOX12 inh
COc1cccc(-c2nc(SCC(=O)NCc3ccco3)c3c(=O)n(C)c(=O)n(C)c3n2)c1,7%,11%[57 µM],13%[59 µM],-11%,-1%,31%,0,7%,?
Cc1cc(C)c2nc(NC(=O)c3ccc([N+](=O)[O-])o3)sc2c1,11%,15%,-5%[0.501 µM],-20%,6%,13%,2,3%,5%

# The listing continues:
SMILES,BAZ2B block,HP1b chromo inh,G9a inh,JMJD2A Tudor inh,GLS inhibitor,RGS4 inh,PI4K2A block,ERG Ets-DNA blk,ALOX12 inh
CC(=O)CC(C)(C)Nc1nc2cc([N+](=O)[O-])ccc2o1,-6%,34%,0%,-18%,1%,22%,-4,-2%,-5%
CC(C)(C)NC(=O)C[C@H]1C[C@H](C(=O)N2CCCCC2)[C@@]2(CCc3ccccc3)c3[nH]c4cc(-c5ccco5)ccc4c3CCN2C1=O,·,-3%,·,-33%,-4%,?,2,19%,?
Fc1ccc(-c2nnc(-c3ccc(F)cc3)o2)cc1,-31%,25%,9%[59 µM],-9%,0%,8%,-2,-8%,0%
Cc1nc(NS(=O)(=O)c2ccc(Cl)s2)c2c3c(sc2n1)CCCC3,-29%,18%,50µM*,-26%,1%,-5%,-1,-2%,?
Cc1cccc(-n2ncc3c2CCCC3NC(=O)Cn2cccn2)c1C (stereo not drawn),-21%,28%,14%,7%,2%,-21%,-4,11%,11%
O=C(Nc1ccc(OC(F)(F)F)cc1)NC1COc2ccccc2C1 (stereo not drawn),11%,14%[57 µM],-26%[59 µM],-5%,-6%,18%,3,7%,-16%
COc1cccc(C2(CSc3nnc(-c4cc(OC)c(OC)c(OC)c4)o3)OCCO2)c1,-6%,17%,-7%,-3%,-1%,1%,-1,3%,9%
C(=C\c1ccc2ccccc2n1)/c1ccccc1,262%[activator],137%[activator],195%[activator][59 µM],149%[activator],-10%,1%,?,6%,0%
Cc1cc(C)c(S(=O)(=O)N2CCN(C(=O)N3CCCCC3)CC2)c(C)c1,4%,20%,17%,-7%,4%,20%,3,-8%,19%
O=C1OCC(CO)(CO)N=C1NNc1cc(Cl)ccc1Cl,2%,-10%,50µM*,-19%,18%,-1%,2,0%,?
COc1cccc(NC(=S)N(CCN(C)C)C(C)c2ccncc2)c1 (stereo not drawn),2%,39%[activator],-1%[12.7 µM],-1%,16%,-6%,0,-15%,16%
CCOC(=O)N1CCN(c2ncnc3scc(-c4ccc(Cl)cc4)c23)CC1,-13%,24%,0%,-8%,5%,-8%,-1,14%,·
Cc1nc(SC(C)C(=O)Nc2ccccc2Cl)cc(-c2ccccc2)n1 (stereo not drawn),48%[activator],140%[activator],38%[59 µM],61%[activator],6%,-1%,1,3%,-7%
O=C(O)C1CCCCC1C(=O)Nc1nc(-c2ccc(Cl)s2)cs1 (stereo not drawn),56µM*,23%,45µM*,?,5%,-38%,-1,-2%,?
CCN1CCN(S(=O)(=O)c2ccc3c(c2)OCCO3)CC1,10%,14%,10%,-9%,1%,45%,4,-4%,-28%
Cc1cc(Nc2ccc(Cl)cc2)n2cnnc2n1,3%,11%,-40%[59 µM],-18%,7%,-10%,-2,-2%,0%
O=C(O)c1ccc2c(c1)C(=O)N(Cc1ccc3c(c1)OCO3)C2=O,-25%,16%,-37%,16%,·,29%,1,-6%,-11%
CSc1cccc(NC(=O)C(=O)NCc2ccccc2)c1,-5%,21%,?,-4%,-8%,9%,-10,3%,322%[activator]
CCn1c(SCC(=O)c2ccc(C)cc2)nnc1-c1ccoc1C,10%,33%,50µM*,-15%,11%,1%,16,7%,-15%
O=C(/C=C/c1ccco1)Nc1ccc2c(c1)OCCO2,-24%,0%,?,-19%,-2%,-5%,-5,-8%,-1%
Cc1oc(-c2ccccc2)nc1C(=O)OCC(=O)NCc1ccc(Cl)cc1,14%,38%,?,1%,-2%,7%,2,10%,?
CC(C)NC(=O)Cn1nnc(-c2cccc(NC(=O)c3ccccc3F)c2)n1,9%,-10%,?,?,-26%,-33%,-2,-10%,40%[activator]
Cc1ccc(O)c(NC(=O)C2CCCCC2)c1,5%,46%[activator],·,-6%,35%,9%,2,19%,-2%
CC(=O)Nc1ccc(NC(=O)C(C)OC(=O)C2CCN(S(=O)(=O)c3ccccc3C(F)(F)F)CC2)cc1 (stereo not drawn),4%,21%,-5%,-3%,1%,-4%,0,-12%,25%
O=C(NCc1cccnc1)c1nn(-c2ccc(F)cc2)nc1CO,-9%,22%,3%[59 µM],-16%,-10%,8%,-1,2%,4%

# Profiles from above. Screens in order: BAZ2B block, HP1b chromo inh, G9a inh, JMJD2A Tudor inh, GLS inhibitor, RGS4 inh, PI4K2A block, ERG Ets-DNA blk, ALOX12 inh
# Cc1nc(SC(C)C(=O)Nc2ccccc2Cl)cc(-c2ccccc2)n1 (stereo not drawn) is entered as 48%[activator], 140%[activator], 38%[59 µM], 61%[activator], 6%, -1%, 1, 3%, -7%
# COc1cccc(NC(=S)N(CCN(C)C)C(C)c2ccncc2)c1 (stereo not drawn) is entered as 2%, 39%[activator], -1%[12.7 µM], -1%, 16%, -6%, 0, -15%, 16%

# High-throughput results from PubChem.
